Source: PubChem BioAssay
DAX1 inh-1 – inhibitors of DAX1 repression of SF-1 activated StAR promoter; HEK293T StAR-luciferase reporter, SF-1/DAX-1 repression relief; inhibition, % at 6.8 µM; actives 1.1% (n = 370,000); AID 652010;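 active means inhibition above the mean over all tested compounds plus 3 SD, cut at about 3.6% in these data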;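 further: 0% = DAX-1 cells with DMSO and 100% = cells lacking DAX-1 with DMSO; higher inhibition means more luminescence from relief of DAX-1 repression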
hcDAF-12 act – H. contortus DAF-12 activation, primary screen; HEK293 hcDAF-12 lit1-tk-luc reporter, luminescence; 0% DMSO, 100% Δ7-dafachronic acid; activation, % at 6.8 µM; actives 1.4% (n = 370,000); AID 652067;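 active means activation above the mean of all tested compounds plus 3 SD, cut at about 5.5% in these data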;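 further: 100% = response to 3 µM Δ7-dafachronic acid high control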
FXN GAA850 act – activators of GAA850 frataxin (FXN) promoter; HEK293 lucGAA850 FXN promoter luciferase reporter, 24 h; percent of 10 µM SAHA response; activation, % at 6 µM; actives 0.56% (n = 360,000);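 active means activation above the average of all compounds screened plus 3 SD, cutoff fixed separately per campaign, cut at about 7.5% in these data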;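 further: 0% = DMSO wells and 100% = 10 µM SAHA wells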
SMARCA2 activ – SMARCA2 function activation, primary screen; MG213 cells, MMTV-luciferase reporter, dexamethasone, overnight; activation, % at 9.1 µM; actives 1% (n = 370,000); in the data active means activation above about 7.8%;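 further: 0% = vehicle wells and 100% = reference activator wells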
ssDAF-12 act – activates DAF-12 receptor from parasite S. stercoralis; actives 1% (n = 370,000); activation, % at 6.8 µM; HEK293 ssDAF-12/GRIP1 lit1-tk-luc reporter, luminescence; % of 3 µM dafachronic acid response;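 active means activation above the mean over all tested compounds plus 3 SD, cut at about 0.9% in these data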;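 further: 0% = DMSO-only wells and 100% = 3 µM delta7-dafachronic acid wells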
Rev-erbA mod – Rev-erb alpha (human) modulation. actives 0.79% (n = 370,000). P20393. AID 1259318. activity, % at 10 µM. Rev-erbα–FITC-DNA binding, fluorescence polarization, 90 min;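 active means activity above about 14%, limit read from the data; passing the limit was not always enough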;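 further: 0% = DMSO wells with 35 nM protein and 100% = DMSO wells with 750 nM protein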
Target sequence (P20393 whole entry, looked up): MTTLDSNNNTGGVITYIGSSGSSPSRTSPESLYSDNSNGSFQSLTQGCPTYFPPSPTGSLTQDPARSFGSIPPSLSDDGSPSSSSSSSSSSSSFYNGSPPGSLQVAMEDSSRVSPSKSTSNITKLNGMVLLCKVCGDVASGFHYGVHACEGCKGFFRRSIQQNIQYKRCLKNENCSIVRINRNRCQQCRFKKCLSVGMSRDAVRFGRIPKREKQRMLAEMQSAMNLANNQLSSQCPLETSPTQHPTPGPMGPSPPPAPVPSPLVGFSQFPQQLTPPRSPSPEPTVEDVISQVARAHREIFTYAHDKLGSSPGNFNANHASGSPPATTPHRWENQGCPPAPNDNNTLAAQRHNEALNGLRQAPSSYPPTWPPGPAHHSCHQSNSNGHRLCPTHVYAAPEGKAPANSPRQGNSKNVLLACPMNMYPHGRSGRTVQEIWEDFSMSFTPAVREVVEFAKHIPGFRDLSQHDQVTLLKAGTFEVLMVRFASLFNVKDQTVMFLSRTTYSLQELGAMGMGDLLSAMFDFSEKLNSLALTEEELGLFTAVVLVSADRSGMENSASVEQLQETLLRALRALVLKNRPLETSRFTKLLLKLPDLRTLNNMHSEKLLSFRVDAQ
DAX1 inh-2 – inhibits human nuclear receptor DAX1; HEK293 Gal4-DAX1 luciferase reporter, luminescence; AID 504766; actives 0.99% (n = 340,000); inhibition, % at 6.75 µM;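 active means inhibition above the mean over all tested compounds plus 3 SD, cut at about 4.2% in these data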;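 further: 0% = DAX1-transfected cells with DMSO and 100% = empty-vector control cells with DMSO; inhibition shows as a rise in luminescence from relieved DAX1 repression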
Target sequence (P51843 207-470 limits assumed): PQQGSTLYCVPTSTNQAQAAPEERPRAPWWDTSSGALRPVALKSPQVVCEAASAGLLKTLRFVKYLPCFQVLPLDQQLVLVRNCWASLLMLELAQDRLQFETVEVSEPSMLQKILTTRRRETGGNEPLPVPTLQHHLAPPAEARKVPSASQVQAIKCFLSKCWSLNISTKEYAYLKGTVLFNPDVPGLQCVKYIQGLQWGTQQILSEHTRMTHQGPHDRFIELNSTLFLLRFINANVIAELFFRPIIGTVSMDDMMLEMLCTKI
sPLA2-III inh – Inhibits HGIII-sPLA2 liposome hydrolysis, primary screen | actives 0.56% (n = 370,000) | AID 743126 | inhibition, % at 12.2 µM | QFRET BODIPY PC-A2 liposome hydrolysis, fluorescence;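 active means inhibition above mean plus 3 SD of compounds lying within the high and low control bounds, cut at about 19% in these data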;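 further: 0% = median of test compound wells and 100% = no enzyme DMSO wells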
PLCb3 inh – inhibitors of human phospholipase C beta3. Q01970. Purified PLC-beta3, fluorogenic substrate, fluorescence. inhibition, % at 12.2 µM. actives 0.18% (n = 370,000); in the data active means inhibition above about 11%;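 further: 0% = median of compound wells on plate and 100% = full blocker control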
PG9 binder – PG9 antibody binding by small molecule; TR-FRET gp120-PG9 antibody binding; inhibition, % at 6.7 µM; actives 0.43% (n = 360,000); AID 624416; in the data active means inhibition above about 8.5%
hgDAF-12 ag – activates the H. glycines DAF-12 receptor ligand-binding domain; HEK293 GAL4-hgDAF12 UAS-luciferase reporter, agonist luminescence; normalized to butyrate control; activation, % at 6.8 µM; actives 1.8% (n = 370,000); AID 687014;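 active means activation above a cutoff set at the mean of all screened compounds plus 3 SD, cut at about 10% in these data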;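 further: 0% = DMSO wells and 100% = sodium butyrate wells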
Active calls of the source: *; / = not tested or not shown.

entry	smiles	DAX1 inh-1	hcDAF-12 act	FXN GAA850 act	SMARCA2 activ	ssDAF-12 act	Rev-erbA mod	DAX1 inh-2	sPLA2-III inh	PLCb3 inh	PG9 binder	hgDAF-12 ag
1	CCn1c(CNC(=O)c2ccc(OC)cc2)nnc1SC	-0.5	-2.1	0.5	-1	-1.3	-12	-0.8	7	-2	-0.4	0.7
2	N#C/C(=C\c1cccn1S(=O)(=O)c1cccc([N+](=O)[O-])c1)S(=O)(=O)c1ccc(F)cc1	-0.6	0.0	-0.3	-2	-0.3	-2	/	0	5	-0.6	-2.1
3	O=C(Nc1ccon1)C(Sc1ccccc1)c1ccccc1 (stereo unspecified)	0.0	-1.5	2.5	-3	-1.5	-3	0.4	-10	-31	-1.1	-2.0
4	C#CCOCCOCCOCCNc1nc(N2CCN(C(=O)C(Cc3ccc(O)cc3)n3cc(C(N)CC(C)C)nn3)CC2)nc(N2CCN(C(=O)C(Cc3ccc(O)cc3)n3cc(C(N)C(C)CC)nn3)CC2)n1 (stereo unspecified)	0.2	-1.1	0.1	0	-0.9	-2	1.6	-25	3	0.4	-0.6
5	Cc1ccc2c(C)c(C(=O)Nc3ccc(S(N)(=O)=O)cc3)oc2c1C	0.3	-2.2	0.2	3	-2.2	0	-0.1	6	-88	-1.1	0.6
6	COCCCNC(=S)NNC(=O)Cn1nc(C)c(Br)c1C	0.2	-1.6	5.4	-1	-0.2	-2	0.1	8	4	-3.9	-1.3
7	CCN(C(=O)COC(=O)c1ccc2[nH]c3c(c2c1)CCCC3)C1CCS(=O)(=O)C1 (stereo unspecified)	-1.6	-1.8	-0.2	-3	-2.2	-1	-2.3	-18	-20	2.4	-3.5
8	Cc1ccc(C(=O)NCCc2nnc3ccc(SCC(=O)Nc4nnc(C)s4)nn23)cc1	0.8	-0.6	0.8	-1	-1.0	-5	0.4	4	-4	-1.5	-1.9
9	O=C(COC(=O)c1nc(Cl)ccc1Cl)Nc1ncc(Cl)cc1Cl	1.2	-0.8	-0.7	4	-0.5	-4	1.0	13	-2	2.2	-1.1
10	CNC(=O)COC(=O)c1cc(NC(=O)c2ccco2)c(OC)c(OC)c1	-0.7	-1.0	0.1	0	-1.5	-2	3.3	9	5	1.9	-1.3
11	O=C(O)CSc1ncnc2nc[nH]c12	-0.2	-2.2	-1.1	-1	-1.4	-4	-0.5	9	3	-0.5	-0.6
12	Brc1ccccc1OCCCCn1cnc2ccccc21	-2.2	-2.4	3.8	-4	-2.5	8	-2.1	-16	-5	2.1	5.5
13	O=C(c1cc(COc2ccc3ncccc3c2)on1)N1CCCC1	-7.3	-4.3	2.3	-3	-1.8	-5	-1.3	8	-12	-1.1	-5.0
14	COc1ccc(OCCCON2C(=O)c3ccccc3C2=O)cc1	0.5	-0.6	1.2	-2	-0.7	-4	0.6	3	0	-0.2	1.5
15	COc1cc(OC)c(NC(=O)C2CCCN2C(=O)OCc2ccccc2)cc1Cl (stereo unspecified)	-1.4	-2.2	1.4	-2	-1.4	-5	-0.4	-6	-4	-1.3	-0.2
16	CCCN(CCC)CCCNC(=S)Nc1ccc2nc(N3CCN(C)CC3)cc(C)c2c1	0.8	2.2	-0.7	10*	-1.0	6	1.7	0	-30	-0.4	-0.1
17	CSc1ccc(/C=N/N2CCN(C)CC2)cc1	1.2	2.3	4.4	1	-0.1	5	2.6	5	-7	-1.5	9.6
18	NCc1csc(Nc2nncc3ccccc23)n1	-0.7	-1.9	2.7	4	-0.8	5	/	8	-27	-0.3	-0.8
19	O=C(c1cccc(C(F)(F)F)c1)C1CCCN(C(=O)C2CCOCC2)C1 (stereo unspecified)	-1.1	4.2	0.8	-1	-1.3	-7	0.2	4	-6	-0.2	0.2
20	COc1ccccc1NS(=O)(=O)c1cc(C(=O)Nc2ccc(S(=O)(=O)Nc3onc(C)c3C)cc2)ccc1C	1.4	-0.5	0.8	-3	-1.6	-7	0.8	-42	-7	0.1	-0.2
21	COc1ccc(-n2cnc(N)c2C(=O)c2cccc([N+](=O)[O-])c2)cc1	0.1	-1.3	-4.8	-5	-1.2	4	-0.4	2	5	-2.5	2.6
22	COc1ccc(C(=O)Nc2ccc(C3=NNC(=O)CC3C)cc2NC(=O)c2ccc(OC)cc2)cc1 (stereo unspecified)	-1.9	-2.9	0.5	-2	-0.9	-4	-1.2	-13	-2	0.3	-3.8
23	O=C(Nc1cccc2c1CCCC2)c1ccccc1Br	0.4	-1.5	0.1	-2	-0.6	-3	1.9	15	-2	-0.9	-1.5
24	COc1cccc(C(C)(O)c2nc(-c3cc(F)cc(F)c3)cs2)c1 (stereo unspecified)	-2.0	-1.3	0.7	-2	-1.0	0	/	-9	-3	-0.1	4.5
25	Cc1c(Br)c([N+](=O)[O-])nn1CC(=O)NC1CCCCCC1	0.2	-1.7	1.6	1	-1.6	-1	0.1	2	-5	-2.5	0.2

Gathered by group: those above with two or more sulfur atoms
entry	smiles	DAX1 inh-1	hcDAF-12 act	FXN GAA850 act	SMARCA2 activ	ssDAF-12 act	Rev-erbA mod	DAX1 inh-2	sPLA2-III inh	PLCb3 inh	PG9 binder	hgDAF-12 ag
2	N#C/C(=C\c1cccn1S(=O)(=O)c1cccc([N+](=O)[O-])c1)S(=O)(=O)c1ccc(F)cc1	-0.6	0.0	-0.3	-2	-0.3	-2	/	0	5	-0.6	-2.1
8	Cc1ccc(C(=O)NCCc2nnc3ccc(SCC(=O)Nc4nnc(C)s4)nn23)cc1	0.8	-0.6	0.8	-1	-1.0	-5	0.4	4	-4	-1.5	-1.9
20	COc1ccccc1NS(=O)(=O)c1cc(C(=O)Nc2ccc(S(=O)(=O)Nc3onc(C)c3C)cc2)ccc1C	1.4	-0.5	0.8	-3	-1.6	-7	0.8	-42	-7	0.1	-0.2

(continued)
entry	smiles	DAX1 inh-1	hcDAF-12 act	FXN GAA850 act	SMARCA2 activ	ssDAF-12 act	Rev-erbA mod	DAX1 inh-2	sPLA2-III inh	PLCb3 inh	PG9 binder	hgDAF-12 ag
26	COCn1c(-c2ccc(OC)cc2)nc2ccccc21	0.8	1.6	1.1	1	-0.1	6	1.5	2	-2	2.8	3.5
27	CN(C#N)c1nc(Cl)nc(Nc2cccc(Cl)c2)n1	0.5	1.5	2.7	3	-0.7	-4	0.5	-7	2	-0.9	1.8
28	COc1ccc(CNC(=O)Nc2cccs2)cc1OC	0.0	0.5	2.0	1	-1.5	-1	2.9	-6	1	-0.7	1.5
29	CN(C)c1ccc(/C=N/NC(=O)c2ccco2)cc1	4.6*	10*	-0.5	5	1.2*	-4	0.1	2	-47	-13	14*
30	COc1ccc(S(=O)(=O)Nc2ccc3c(c2)OCCO3)cc1OC	-1.1	-2.7	-2.9	-2	-1.9	-1	-0.5	1	-3	-0.2	-3.1
31	COCCCNCC(O)COc1ccccc1F (stereo unspecified)	-0.5	-1.8	0.5	-3	-1.7	-4	0.8	-1	-1	-1.0	5.6
32	COc1ccc(NC(=O)CN(Cc2ccco2)Cc2ccco2)cc1S(=O)(=O)N1CCCCC1	-2.9	-1.3	-1.0	1	-1.4	-1	-0.7	-15	-8	-1.2	-1.1
33	CN1CCN(NC(=O)c2ccc(Cl)c(S(=O)(=O)Nc3ccc(Cl)cc3)c2)CC1	-0.2	-0.9	1.9	6	-1.3	1	-0.3	-1	-4	-1.0	-0.1
34	COc1cccc(CNc2ncnc3cc(OC)c(OC)cc23)c1	-0.5	-2.3	-1.9	-1	-1.0	2	-0.6	-1	3	-0.1	-1.3
35	CC1(C)COC(/C=C/c2ccc([N+](=O)[O-])cc2)=N1	-1.2	-1.6	2.9	-1	-0.8	1	-1.5	4	-1	0.6	-1.2
36	O=C(NN1CCOCC1)c1cc(-c2ccccc2)nc2ccccc12	1.2	-0.7	3.0	-2	-1.4	6	-0.6	2	-2	2.0	2.0
37	Cc1c(C(=O)OCC(=O)Nc2ccc(N3CCOCC3)cc2)oc2ccccc12	-0.4	0.9	2.1	3	-0.9	-2	0.2	-6	-5	-1.2	-1.2
38	O=C(N/N=C/c1ccncc1)c1ccc(NC(=O)c2cccc(Cl)c2)cc1	-1.0	-2.6	0.7	3	-1.9	-1	-0.6	-14	-4	0.0	-2.9
39	COCCn1c(CN2CCN(c3ccccc3)CC2)nc2c1c(=O)n(C)c(=O)n2C	0.0	-1.6	-1.6	-4	-1.3	3	0.8	7	-2	0.0	-1.4
40	CCCCCCCCN1C(=O)[C@@H](CC(=O)N2CCN(C(=O)c3ccco3)CC2)C[C@@]2(C(=O)OC)C1=C[C@H](C1CCCC1)O[C@@H]2C	0.1	0.4	/	-3	-1.0	2	/	-4	3	-1.1	0.7
41	CC(=O)Nc1ccc(-c2cn3cc(C)ccc3n2)cc1	3.6*	11*	2.6	8.1*	-0.1	-1	-0.8	-2	-48	-2.3	18*
42	COc1ccc(S(=O)(=O)N2CCC(C(=O)NCc3ccncc3)CC2)cc1C	0.0	-1.0	-2.6	-2	-0.4	-5	-1.5	5	-6	0.8	-1.1
43	Cc1cccc(C)c1NC(=O)NC1(C(=O)NCc2ccncc2)CCCCC1	-0.3	-0.7	1.9	-2	-0.8	2	-0.5	-3	-5	-0.7	1.9
44	Nc1ccn([C@@H]2O[C@H](C(=O)NCC(F)(F)F)[C@@H](O)[C@H]2O)c(=O)n1	-0.1	1.0	/	-1	-1.1	1	/	4	2	0.6	-0.5
45	O=C(NCc1nnnn1-c1ccc(F)cc1)C(=O)c1c[nH]c2ccccc12	-0.6	2.5	-1.7	6	-0.1	1	-0.4	-9	0	-0.3	-3.3
46	NNC(=O)Nc1cccc(C(F)(F)F)c1	-0.1	-0.8	2.1	-1	-1.9	4	1.8	3	-9	-0.1	1.4
47	O=C(Cn1c(=O)n(CC(=O)NCc2ccccc2)c2ccccc21)NCc1ccccc1	-0.2	-1.3	0.8	1	-1.5	4	0.2	-3	1	-1.8	-0.7
48	C[C@H](NC(=O)C1CCN(S(=O)(=O)c2ccccc2)CC1)C(=O)NCc1ccncc1	-0.6	-1.3	2.4	-2	-1.0	4	2.0	9	0	-0.2	-0.5
49	CCC(C)(C)NC(=O)C(c1ccncc1)N(Cc1ccc(C)cc1)C(=O)c1csnn1 (stereo unspecified)	0.4	0.9	-2.7	-1	-0.5	-9	-1.1	2	0	-2.7	1.8
50	O=C(/C=C/c1ccco1)Nc1nnc(-c2ccco2)s1	0.8	0.4	-0.6	3	-0.3	1	1.1	-3	-28	-1.8	3.1
51	Cc1nc2ccc(NC(=O)CCS(=O)(=O)c3ccccc3)cc2s1	0.7	2.4	2.2	1	-0.3	4	5.2*	-2	-2	2.7	9.1
52	N#Cc1c(NC(=O)CSc2nnc(-c3ccco3)n2-c2ccccc2)sc2c1CCC2	-1.0	-1.5	1.3	0	-0.8	-13	1.3	-8	-3	-2.7	-1.9

DAX1 inh-2: what is marked active above
no. | Molecule | DAX1 inh-1 | hcDAF-12 act | SMARCA2 activ | ssDAF-12 act | Rev-erbA mod | DAX1 inh-2 | sPLA2-III inh | PLCb3 inh | PG9 binder
51 | Cc1nc2ccc(NC(=O)CCS(=O)(=O)c3ccccc3)cc2s1 | 0.7 | 2.4 | 1 | -0.3 | 4 | 5.2* | -2 | -2 | 2.7
